Assay outcomes: PubChem, Sanford-Burnham Center for Chemical Genomics
H9c2 TAG inh – inhibitors of triacylglycerol accumulation, primary screen, cell-based, uHTS, fluorescence, H9c2 | H9c2 cells, Nile Red lipid (TAG) fluorescence; cells loaded with 200 µM oleic acid | inhibition, % at 12.5 µM | hit rate 0.66% among 230,000 | AID 651582, 2012;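 active = pattern-corrected inhibition of lipid staining of at least 50% with the nuclear-stain viability signal not falling by more than 50%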;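 also: 0% = DMSO wells and 100% = triacsin C control wells; some results filed as inactive read as strong as hits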
H9c2 TAG inh DAPI viability – further read-out of H9c2 TAG inh, marked with its call; DAPI nuclei signal change (viability), lower = more cytotoxic, %;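 whole-well DAPI fluorescence read on a plate reader as a viability signal; minus 50 percent equals half of cells still viable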
Active calls of the source: *; & = joins results of further samples. Not all compounds are listed (hit frequency here may not be typical).

Cn1c(=O)c2c(nc(Br)n2CC(=O)c2cccs2)n(C)c1=O
  H9c2 TAG inh = -54 | H9c2 TAG inh DAPI viability = 5

O=C(CC(Nc1ccc(Cl)cc1Cl)C(=O)O)c1ccccc1 (configuration not stated)
  H9c2 TAG inh = 0 | H9c2 TAG inh DAPI viability = 1

COc1ccccc1OCCNC(=O)C1CC(=O)N(c2cccc(SC)c2)C1 (configuration not stated)
  H9c2 TAG inh = -23 | H9c2 TAG inh DAPI viability = -4

O=C(CCCCn1c(=O)[nH]c2ccccc2c1=O)N1CCN(c2ncccn2)CC1
  H9c2 TAG inh = 8 | H9c2 TAG inh DAPI viability = -9

CC(=O)c1c(C)[nH]c(C(=O)Nc2nc(-c3ccc(-c4ccccc4)cc3)cs2)c1C
  H9c2 TAG inh = 48 | H9c2 TAG inh DAPI viability = 15

COC(=O)C1=C2SCC(=O)N2C(N)=C(C#N)C1
  H9c2 TAG inh = 5 | H9c2 TAG inh DAPI viability = 5

CCc1nnc(NC(=O)CCC(=O)N2CCN(CCOc3ccc(C)cc3)CC2)s1
  H9c2 TAG inh = -5 | H9c2 TAG inh DAPI viability = -1

CCOC(=O)/C(C#N)=C/Nc1ccccc1OC(F)(F)F
  H9c2 TAG inh = 0 | H9c2 TAG inh DAPI viability = 3

CC1=C(C(=O)OCc2ccccc2)C(c2ccccn2)c2c(n(C)c(=O)n(C)c2=O)N1 (configuration not stated)
  H9c2 TAG inh = -16&0 | H9c2 TAG inh DAPI viability = -5&0

O=C(NNC(=S)Nc1ccc(Br)cc1)c1ccccc1
  H9c2 TAG inh = -6 | H9c2 TAG inh DAPI viability = -5

Reprinted from the part before: 5 entries, then new ones.
COC(=O)C1=C2SCC(=O)N2C(N)=C(C#N)C1
  H9c2 TAG inh = 5 | H9c2 TAG inh DAPI viability = 5

CCc1nnc(NC(=O)CCC(=O)N2CCN(CCOc3ccc(C)cc3)CC2)s1
  H9c2 TAG inh = -5 | H9c2 TAG inh DAPI viability = -1

CCOC(=O)/C(C#N)=C/Nc1ccccc1OC(F)(F)F
  H9c2 TAG inh = 0 | H9c2 TAG inh DAPI viability = 3

CC1=C(C(=O)OCc2ccccc2)C(c2ccccn2)c2c(n(C)c(=O)n(C)c2=O)N1 (configuration not stated)
  H9c2 TAG inh = -16&0 | H9c2 TAG inh DAPI viability = -5&0

O=C(NNC(=S)Nc1ccc(Br)cc1)c1ccccc1
  H9c2 TAG inh = -6 | H9c2 TAG inh DAPI viability = -5

COC(=O)N/N=C/C1=CCC2CC1C2(C)C (configuration not stated)
  H9c2 TAG inh = -15 | H9c2 TAG inh DAPI viability = 0

COc1cccc(CC(=O)OCC(=O)NNC(=O)c2ccc(Br)cc2)c1
  H9c2 TAG inh = -8 | H9c2 TAG inh DAPI viability = -9

COc1cc(C)ccc1S(=O)(=O)NC(=O)C1(C)CCN1C(=O)c1ccc(C2CCCCC2)cc1 (configuration not stated)
  H9c2 TAG inh = 1 | H9c2 TAG inh DAPI viability = -6

CCNC(=O)NC1(C(=O)Nc2ccc3c(c2)CCC3)CCCCC1
  H9c2 TAG inh = 20 | H9c2 TAG inh DAPI viability = -1

Cc1cc(C)cc(NC(=O)c2ccc(CNc3c(N4CCOCC4)c(=O)c3=O)cc2)c1
  H9c2 TAG inh = 8 | H9c2 TAG inh DAPI viability = 1

O=C(NCCCc1ccccc1)C1CCN(c2nnc(-n3cccc3)s2)CC1
  H9c2 TAG inh = 10 | H9c2 TAG inh DAPI viability = -2

CNC(=O)/C(C#N)=C1\SC(Cc2ccc(F)cc2)C(=O)N1c1ccccc1C (configuration not stated)
  H9c2 TAG inh = -6 | H9c2 TAG inh DAPI viability = -4

Cn1ccnc1SCC(=O)Nc1ccccc1
  H9c2 TAG inh = -9 | H9c2 TAG inh DAPI viability = 12

CC(OC(=O)c1cc(S(=O)(=O)N2CCOCC2)ccc1F)C(=O)NCC1CCCCC1 (configuration not stated)
  H9c2 TAG inh = -8 | H9c2 TAG inh DAPI viability = -2

CCOC(=O)c1nn(-c2ccccc2C)c(=O)cc1OCC(=O)Nc1cccc(OC)c1
  H9c2 TAG inh = 15 | H9c2 TAG inh DAPI viability = -4

Cc1ccc(NC(=O)C(=O)NCC2CCN(C(=O)c3cccc([N+](=O)[O-])c3)CC2)cc1
  H9c2 TAG inh = 8 | H9c2 TAG inh DAPI viability = -6

Cc1ccc(S(=O)(=O)NCCc2ccc(S(N)(=O)=O)cc2)cc1
  H9c2 TAG inh = -1 | H9c2 TAG inh DAPI viability = 2

COc1cc2c(cc1OC)-c1c(OC)c(OC)cc3ccnc(c13)C2=O
  H9c2 TAG inh = 44 | H9c2 TAG inh DAPI viability = -33

NC(=S)NC1CCS(=O)(=O)C1 (configuration not stated)
  H9c2 TAG inh = -2 | H9c2 TAG inh DAPI viability = 3

CC(C)CC(=O)Nc1ccc(Nc2ccccc2)cc1
  H9c2 TAG inh = -8 | H9c2 TAG inh DAPI viability = 2

O=C(Cn1cnc2ccccc2c1=O)NC1CCCc2ccccc21 (configuration not stated)
  H9c2 TAG inh = -20 | H9c2 TAG inh DAPI viability = 10

Cc1cc2c(cc1S(=O)(=O)N1CCCCC1)OCC(=O)N2
  H9c2 TAG inh = -14 | H9c2 TAG inh DAPI viability = 5

O=C(O)CSCC(=O)Nc1ccc(C(F)(F)F)cc1
  H9c2 TAG inh = -8 | H9c2 TAG inh DAPI viability = -12

Cc1cc(NC(=O)CN2C(=O)CCSc3ccccc32)no1
  H9c2 TAG inh = -3 | H9c2 TAG inh DAPI viability = 7

CCOc1ccc(NC(=O)Cc2ccc(S(=O)(=O)N3CCCCC3)cc2)cc1OCC
  H9c2 TAG inh = 18 | H9c2 TAG inh DAPI viability = 0

Cc1nn(-c2ccccc2)c(Cl)c1/C=N/NC(=O)c1ccccc1F
  H9c2 TAG inh = 12 | H9c2 TAG inh DAPI viability = -6

COc1ccc(/C=N/N=C(\N)c2nonc2N)cc1OC
  H9c2 TAG inh = 9 | H9c2 TAG inh DAPI viability = 5

c1cnc(N2CCN(Cc3ccc4c(c3)OCO4)CC2)nc1
  H9c2 TAG inh = -8&4 | H9c2 TAG inh DAPI viability = 4&1

Cc1ccc2[nH]cc(CCCN3C(=O)c4ccccc4C3=O)c2c1
  H9c2 TAG inh = -4 | H9c2 TAG inh DAPI viability = -2

COc1ccc(NC(=S)N(CCN2CCCCC2)Cc2ccco2)cc1
  H9c2 TAG inh = -23 | H9c2 TAG inh DAPI viability = 5

O=C(N/N=C/c1ccoc1)c1ccccc1Br
  H9c2 TAG inh = 6 | H9c2 TAG inh DAPI viability = -2

CCC(=O)N1c2ccc(S(=O)(=O)CCC(=O)N3CCN(c4ccccc4)CC3)cc2CC1C (configuration not stated)
  H9c2 TAG inh = -21 | H9c2 TAG inh DAPI viability = 10

CCc1cccc2c(C(=O)COC(=O)c3cnc(C)cn3)c[nH]c12
  H9c2 TAG inh = -15 | H9c2 TAG inh DAPI viability = -2

C=CCCC(=O)Nc1nc(C)c(-c2csc(Nc3cc(OC)ccc3OC)n2)s1
  H9c2 TAG inh = 18 | H9c2 TAG inh DAPI viability = 5

COc1cc2c(cc1OC)C(C(=O)O)C(c1ccc(C)o1)N(C)C2=O (configuration not stated)
  H9c2 TAG inh = -15 | H9c2 TAG inh DAPI viability = 10

CC(C)c1cccc(C(C)C)c1OC(=O)[C@H]1OC(C(C)(C)C)=C[C@@H]1c1ccccc1
  H9c2 TAG inh = -41 | H9c2 TAG inh DAPI viability = 5

COc1ccc(OC)c(S(=O)(=O)Oc2ccc(N)c3ccccc23)c1
  H9c2 TAG inh = 7 | H9c2 TAG inh DAPI viability = -7

N#CCS(=O)(=O)c1ccccc1
  H9c2 TAG inh = 13 | H9c2 TAG inh DAPI viability = 1

O=P(c1ccccc1)(c1ccccc1)C(O)c1cccs1 (configuration not stated)
  H9c2 TAG inh = 16 | H9c2 TAG inh DAPI viability = -10

CC(=O)c1cccc(NC(=O)COC(=O)Cn2cnc3ccccc32)c1
  H9c2 TAG inh = 1 | H9c2 TAG inh DAPI viability = 3

COc1ccc(-c2nc3ccccc3n2Cc2ccc(C)cc2)cc1
  H9c2 TAG inh = -14 | H9c2 TAG inh DAPI viability = -2

CCCC1C2CN(C(C)=O)CC=C2C(C#N)=C(N)C1(C#N)C#N (configuration not stated)
  H9c2 TAG inh = -10 | H9c2 TAG inh DAPI viability = 0

Cc1ccc(NC(=O)N[C@H](C(=O)O)C(C)C)c(C)c1
  H9c2 TAG inh = -9 | H9c2 TAG inh DAPI viability = 4

O=C(CSc1ncnc2ccccc12)NCCc1ccccc1
  H9c2 TAG inh = -5 | H9c2 TAG inh DAPI viability = -2

Cc1cccc(N2CC(C(=O)O)CC2=O)c1C (configuration not stated)
  H9c2 TAG inh = 0 | H9c2 TAG inh DAPI viability = 7

Quoted from the listing, six compounds:
O=P(c1ccccc1)(c1ccccc1)C(O)c1cccs1 (configuration not stated)
  H9c2 TAG inh = 16 | H9c2 TAG inh DAPI viability = -10

CC(=O)c1cccc(NC(=O)COC(=O)Cn2cnc3ccccc32)c1
  H9c2 TAG inh = 1 | H9c2 TAG inh DAPI viability = 3

COc1ccc(-c2nc3ccccc3n2Cc2ccc(C)cc2)cc1
  H9c2 TAG inh = -14 | H9c2 TAG inh DAPI viability = -2

CCCC1C2CN(C(C)=O)CC=C2C(C#N)=C(N)C1(C#N)C#N (configuration not stated)
  H9c2 TAG inh = -10 | H9c2 TAG inh DAPI viability = 0

Cc1ccc(NC(=O)N[C@H](C(=O)O)C(C)C)c(C)c1
  H9c2 TAG inh = -9 | H9c2 TAG inh DAPI viability = 4

O=C(CSc1ncnc2ccccc12)NCCc1ccccc1
  H9c2 TAG inh = -5 | H9c2 TAG inh DAPI viability = -2

Additional results follow:
CCn1c(C(C)NC(=O)c2cccc(C)c2)n[nH]c1=S (configuration not stated)
  H9c2 TAG inh = -1 | H9c2 TAG inh DAPI viability = -8

CCOc1ccc(CN(C)c2ccc(S(=O)(=O)N3CCN(C)CC3)cc2[N+](=O)[O-])cc1OC
  H9c2 TAG inh = -23 | H9c2 TAG inh DAPI viability = 3

Cc1cc2cc(CNC(=S)NC3CCCCC3)ccc2n1C
  H9c2 TAG inh = 4 | H9c2 TAG inh DAPI viability = 20

NS(=O)(=O)c1ccc(NC(=O)/C=C/c2ccc3c(c2)OCO3)cc1
  H9c2 TAG inh = 8 | H9c2 TAG inh DAPI viability = 58

CC(C)N1CCC(N2CCN(CC#Cc3ccccc3)CC2CCO)CC1 (configuration not stated)
  H9c2 TAG inh = 5 | H9c2 TAG inh DAPI viability = 6

Nc1nc(SCc2ccc3c(c2)OCCO3)n[nH]1
  H9c2 TAG inh = 5 | H9c2 TAG inh DAPI viability = 1

COc1ccc(NC(=O)c2ccc3nc[nH]c3c2)c(OC)c1
  H9c2 TAG inh = -2 | H9c2 TAG inh DAPI viability = -3

OCCN1CCN(CCOc2cccc(Cl)c2)CC1
  H9c2 TAG inh = 8 | H9c2 TAG inh DAPI viability = -5

N#C/C(=C/c1ccc(N2CCCCC2)o1)C(=O)NCCc1c[nH]c2ccccc12
  H9c2 TAG inh = -44 | H9c2 TAG inh DAPI viability = 11

Cc1cc(C)nc(SCC(=O)Nn2cnnc2)n1
  H9c2 TAG inh = 0 | H9c2 TAG inh DAPI viability = 2

CN1CCN(NC(=O)c2cc(Br)ccc2Cl)CC1
  H9c2 TAG inh = 0 | H9c2 TAG inh DAPI viability = -5

C[C@@H]1CNC(=O)c2c(C(=O)Nc3ccc(CNC(=O)OC(C)(C)C)cc3)ncn21
  H9c2 TAG inh = 14 | H9c2 TAG inh DAPI viability = 5

Cc1c(Cl)cccc1NCC(=O)NN=C1CCCC1
  H9c2 TAG inh = 7 | H9c2 TAG inh DAPI viability = -1

COc1cccc(C(c2c(NC(=O)c3ccco3)sc(C)c2C)N2CCOCC2)c1 (configuration not stated)
  H9c2 TAG inh = -20 | H9c2 TAG inh DAPI viability = 0

COCCCn1c(=O)/c(=C\c2ccccc2OC(F)F)s/c1=C(/C#N)C(N)=O
  H9c2 TAG inh = 0 | H9c2 TAG inh DAPI viability = 19
